cardiac RTF act: cardiac RTF calcium sensitization. P19429+P45379. IANBD-labeled TnC RTF fluorescence at EC20 calcium; 0% EC20 calcium, 100% full calcium. activation, % at 7.2 µM. 340,000 compounds, 0.24% hits;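 active = activation above the mean over all tested compounds plus 3 SD, cut at about 30% in these data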;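 note: rise in fluorescence read as greater calcium sensitivity of cardiac thin filaments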
Cardiac RTF inh: cardiac RTF calcium desensitization; 340,000 compounds, 0.12% hits; P19429+P45379; IANBD-labeled cardiac RTF, Ca2+ fluorescence; inhibition, % at 7.15 µM;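 active = inhibition above the mean inhibition of all tested compounds plus 3 SD, cut at about 17% in these data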;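 note: assay run at fixed EC70 calcium of 1.6 mM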
LANA DNA inh: inhibitors of KSHV LANA C-terminal domain DNA binding; MBP-C-LANA/FAM-LBS DNA binding, fluorescence polarization; inhibition, % at 9 µM; 340,000 compounds, 0.078% hits; AID 504423;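 active = highest replicate inhibition at or above 60% at 9 µM, even if other replicates fall short; inactive = all replicates below 60% inhibition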;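 note: 0% = neutral control wells and 100% = 4 µM acridine orange control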
V-ATPase pH: yeast V-ATPase proton transport regulation by pHLuorin; response, % at 10 µM; S. cerevisiae, pHLuorin cytosolic pH fluorescence; AID 504577; 350,000 compounds, 0.37% hits; in the data active = response mostly above about 7.3%, no sharp cut-off; inactive = mostly below about 5.4%; note: actives read high; inactives centre near 0; some compounds called inactive have numbers as strong as hits; reference of the scale not given here
Pemphigus Ab inh: blocks pemphigus antibody binding to human desmoglein-3; AID 588358; 310,000 compounds, 0.48% hits; P32926; DSG3-coupled beads, scFv-anti-DSG3-GFP binding, flow cytometry; stronger effect = lower value; binding (percent of control), % at 10 µM;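 active = binding more than 3 SD below its plate's average and above zero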; note: some compounds called inactive have numbers as strong as hits
Target sequence (P32926 whole entry, looked up): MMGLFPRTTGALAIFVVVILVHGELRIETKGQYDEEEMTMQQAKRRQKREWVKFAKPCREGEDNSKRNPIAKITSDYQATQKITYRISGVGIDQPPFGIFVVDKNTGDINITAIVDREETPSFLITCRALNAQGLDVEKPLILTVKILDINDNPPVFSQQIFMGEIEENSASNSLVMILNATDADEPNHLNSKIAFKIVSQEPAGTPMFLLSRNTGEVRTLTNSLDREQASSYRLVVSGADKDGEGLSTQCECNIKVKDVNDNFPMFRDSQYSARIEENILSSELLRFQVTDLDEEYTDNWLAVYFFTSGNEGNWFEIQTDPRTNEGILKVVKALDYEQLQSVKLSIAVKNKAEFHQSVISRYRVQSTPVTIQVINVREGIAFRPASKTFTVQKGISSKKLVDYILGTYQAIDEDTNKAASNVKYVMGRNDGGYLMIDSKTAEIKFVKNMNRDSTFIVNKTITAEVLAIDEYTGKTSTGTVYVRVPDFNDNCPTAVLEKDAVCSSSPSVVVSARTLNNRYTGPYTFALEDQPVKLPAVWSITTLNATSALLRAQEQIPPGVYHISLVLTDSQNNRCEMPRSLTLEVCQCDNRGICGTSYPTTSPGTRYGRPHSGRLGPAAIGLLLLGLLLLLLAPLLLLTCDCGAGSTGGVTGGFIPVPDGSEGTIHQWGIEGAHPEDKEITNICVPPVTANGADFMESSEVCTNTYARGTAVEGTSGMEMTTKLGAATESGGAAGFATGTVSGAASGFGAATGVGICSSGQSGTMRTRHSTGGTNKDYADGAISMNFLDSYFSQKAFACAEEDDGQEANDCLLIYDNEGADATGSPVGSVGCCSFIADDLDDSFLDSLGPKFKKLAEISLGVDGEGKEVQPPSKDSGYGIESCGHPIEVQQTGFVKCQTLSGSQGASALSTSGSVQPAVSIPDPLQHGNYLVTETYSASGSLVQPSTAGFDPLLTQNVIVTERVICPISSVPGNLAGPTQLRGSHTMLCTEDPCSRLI
Wnt act: Wnt/beta-catenin pathway activation. 300,000 compounds, 1.2% hits. activation, % at 9.35 µM. Wnt/beta-catenin reporter cell assay, activator, plate reader; in the data active = activation above about 30%, passing the limit was not always enough;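 note: 0% = neutral control wells and 100% = positive control wells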
Arrestin-AP2 inh: human beta-arrestin and AP2 interaction inhibition. FITC-arrestin peptide / GST-AP2 beads, flow cytometry; AP2 beta2 appendage carries R879A mutation. 340,000 compounds, 0.31% hits. AID 504490. inhibition, % at 10 µM;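 active = inhibition above a set limit, near 3 SD of compounds lacking own fluorescence, cut at about 54% in these data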;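 note: plate controls were DMSO wells for no effect and 5 µM unlabelled arrestin peptide for full effect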
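Material – AP2 appendage R879A on GSH beads · Buffer or medium – PBS with 0.05% Tween 20 and 0.1% BSA · Probe or stimulus – fluorescein-tagged arrestin peptide at 50 nM final · Incubation – compound with beads 12 min RT, then probe 1 h RT · Detection – high-throughput flow cytometry of beads, ex 488, em 535 nm · Evaluation – percent response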
MOR-DOR inv ag: mu-delta opioid heterodimer inverse agonism. 340,000 compounds, 0.21% hits. cell-based MOR-DOR heterodimer luminescence. AID 504357. inhibition, % at 9.3 µM. P35372+P41143; in the data active = inhibition above about 22%, passing the limit was not always enough;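 note: 0% = cells with DMSO and 100% = wells without cells with DMSO; values of inactives mirror those of a sister screen read the other way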
MOR-DOR ag: OPRM1-OPRD1 heterodimerization agonism. P35372+P41143. cells, luminescence. activation, % at 9.3 µM. 340,000 compounds, 0.3% hits. AID 504326; in the data active = activation above about 18%;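 note: 0% = vehicle-treated cells and 100% = reference agonist; values of inactives mirror those of a sister screen read the other way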
Keap1-Nrf2 PPI: inhibitors of human Keap1-Nrf2 protein-protein interaction. Keap1 Kelch-Nrf2 peptide fluorescence polarization, 1536-well. inhibition, % at 9.4 µM. 340,000 compounds, 0.15% hits; in the data active = inhibition above about 12%;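 note: human Keap1 Kelch domain with fluorescein labeled Nrf2 9mer peptide probe; 0% = neutral control wells and 100% = peptide positive control; higher means more block of Keap1 binding to Nrf2 peptide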
* = called active by the depositor; x = no result given.

SMILES	cardiac RTF act	Cardiac RTF inh	LANA DNA inh	V-ATPase pH	Pemphigus Ab inh	Wnt act	Arrestin-AP2 inh	MOR-DOR inv ag	MOR-DOR ag	Keap1-Nrf2 PPI
CN(Cc1ccccc1)C1CCNCC1	4	-1	-3.3	0	116	0	-6	20	-4.0	3
Cc1c(Nc2ncnc3c2cnn3-c2ccccc2)c(=O)n(-c2ccccc2)n1C	-1	-8	-2.6	-2	x	7	31	2	-0.5	0
O=C(/C=C/c1cccc([N+](=O)[O-])c1)NCCSCc1ccc(Cl)cc1Cl	-2	-6	-0.8	4	92	-7	0	-8	1.6	1
COc1cccc(NC(=O)CSc2nnc(Cc3cccs3)n2-c2ccc(C)cc2)c1	-5	-26	1.7	1	x	x	23	-16	3.0	-3
CN(C)/N=C/c1ccc(Sc2ccc([N+](=O)[O-])cc2[N+](=O)[O-])o1	-1	6	-0.3	0	95	16	10	6	-1.1	-5
CC1(C)C(CSc2nc3ccccc3[nH]2)C1(Cl)Cl (stereo not drawn)	-5	-9	0.6	0	98	3	5	-1	0.2	-1
O=C(COC(=O)c1cccs1)Nc1ccccc1Cl	-6	-23	-0.7	-4	95	3	-6	20	-3.1	0
CCn1c(COc2ccccc2)nnc1SCC(=O)Nc1ccc2c(c1)OCCO2	6	-12	0.5	-3	103	x	5	22	-4.0	2
NC(=O)C1CCN(C(=O)c2ccc(Cl)c(S(=O)(=O)N3CCCCCC3)c2)CC1	1	-3	-3.2	-1	x	-1	-6	11	-3.0	-1
NN=C(c1ccccc1)c1ccccc1	x	x	x	-2	97	1	-5	x	x	x
Cc1ccc(NS(=O)(=O)c2cn(C)c(=O)n(C)c2=O)c(C)c1	3	2	-0.7	5	83	0	-3	4	-0.7	-2
COc1cc(OC)cc(C(=O)N(CCCN2C(=O)c3cccc4cccc(c34)C2=O)c2cccc(OC)c2)c1	-1	-5	0.0	1	97	1	-11	3	-0.6	1
Cc1ccc(S(=O)(=O)CCC(=O)OCC(=O)NCCc2ccc(F)cc2)cc1	-5	11	-0.2	4	113	1	2	17	-3.1	-6
CCOC(=O)c1ccc2[nH]c(C)cc(=O)c2c1	-5	-6	-0.4	-1	103	x	20	10	-1.8	1
CCCCn1c(SCC(=O)N(C)C)nnc1-c1ccncc1	-2	1	0.6	0	96	-1	-7	-3	0.5	0
Cc1nc(NS(=O)(=O)c2ccccc2)sc1C(=O)NNS(=O)(=O)c1ccccc1	3	-1	-0.2	2	92	-1	31	10	-1.6	-1
COc1ccc(OC)c(NC(=O)C23CCC(C)(C(=O)O2)C3(C)C)c1 (stereo not drawn)	-2	-5	-1.7	-1	107	x	6	-4	0.8	-1
CC(=O)Nc1ccc(C(=O)N/N=C/c2ccccc2OCc2ccccc2)cc1	1	3	-0.4	2	100	6	-20	5	-0.9	-4
CCCCNC(=O)CSc1nc2cc3c(cc2c(=O)n1CCCC(=O)NCCc1ccc(OC)c(OC)c1)OCO3	0	3	0.8	0	112	-1	-11	5	-1.0	2
NC(=O)CC(NC(=O)c1ccccc1)c1ccc(NCc2ccccc2)c([N+](=O)[O-])c1 (stereo not drawn)	-1	13	-0.7	0	103	0	22	11	-1.9	-1
O=C(Cc1ccccc1)N1O[C@H]2C=C[C@@H]1CC2	1	-4	1.7	3	103	-1	-10	18	-3.7	1
CCOC(=O)Cn1c(-c2ccccn2)nc2ccccc21	-3	-1	-1.5	-1	106	x	18	10	-1.9	-1
CC(C)CC(=O)NC(=S)Nc1ccccc1C(F)(F)F	-6	1	-1.2	1	108	-1	2	5	-0.9	-1
N=c1ccn(CC(=O)c2ccc(-c3ccccc3)cc2)cc1	4	-3	-2.6	-1	122	-10	8	8	-1.5	-3
CCN(C(=O)CSc1nc2scc(-c3ccccc3)c2c(=O)n1C)C1CCS(=O)(=O)C1 (stereo not drawn)	-2	-4	-2.3	-3	100	-1	-2	3	-0.8	-3
O=C(Nc1ccc(-c2noc(-c3ccccc3F)n2)cc1)c1cccs1	-1	3	-0.4	-2	100	11	-11	9	-1.7	-3
CC(=O)N1C(C)c2ccccc2C(C)(C)CC12CCCCC2 (stereo not drawn)	6	-21	0.0	8	x	x	8	-26	5.1	0
COc1ccc(S(=O)(=O)N(C)C)cc1NC(=O)Cc1cccs1	-2	-1	-0.8	-1	112	1	11	14	-2.9	0
CCCC(CCC)=NNC(=O)c1ccccc1F	4	-23	-0.6	7	98	3	-1	8	-1.3	-1
O=C(CCc1nc2ccccc2c(=O)[nH]1)OCC(=O)c1ccc(C2CCCCC2)cc1	11	-4	-1.2	-2	105	x	7	-7	1.6	-2
COc1ccc(C2OC(=O)CC2C(=O)NCc2ccc(F)cc2)cc1OC (stereo not drawn)	3	3	0.7	-1	114	-2	7	3	-0.6	4
CCCc1nc2ccc(NC(=O)NCCC(=O)OCC)cc2c(=O)n1Cc1ccc(Cl)cc1	-1	-5	0.0	-5	85	1	3	12	-2.1	-3
CCC(=O)N1CCc2cc(Br)cc(S(=O)(=O)CC(=O)OC)c21	-4	-3	-0.7	-2	104	x	0	3	-0.7	-3
Cc1ccc(C(=O)NC(=S)NCc2ccccc2)cc1Br	x	x	x	0	105	0	10	x	x	x
COc1cc(/C=C/C(=O)OCC(=O)N2CCCC2)cc(OC)c1OC	0	-3	-0.5	-4	x	1	10	1	-0.2	-3
CCOC(=O)C1Nc2ccc(C(F)(F)F)cc2C2C=CCC12 (stereo not drawn)	-2	-3	0.9	-2	100	-4	27	-6	1.0	-1
CCOC(=O)c1sc(NC(=S)NC(=O)c2cccc(Cl)c2)c(C(=O)OCC)c1C	-9	-6	-0.5	2	x	x	28	12	-2.2	-1
COC(=O)C1C2C=CC3(CN(CC4CCCO4)C(=O)C13)O2 (stereo not drawn)	9	3	1.0	-1	103	2	-9	-17	3.0	-4
COc1cc(CCC(=O)Nc2cnc3ccccc3c2)cc(OC)c1OC	-4	-1	-1.3	-2	97	1	5	8	-1.8	2
Cc1cc(NC(=O)CSc2nc(N)c(NC(=O)c3ccco3)c(=O)[nH]2)no1	0	-10	1.5	3	98	1	2	10	-2.0	1
COc1ccc(Nc2nc(N)c([N+](=O)[O-])c(NC3CCCCC3)n2)cc1	-7	-1	-0.4	-3	101	-3	23	-16	3.1	-3
NC(=O)C1(N2CCCCC2)CCN(C(=S)Nc2ccccc2)CC1	4	-1	0.9	1	106	-3	-2	11	-2.1	1
CC(=O)N1CCc2cc(S(=O)(=O)NCCC(=O)N3CCc4ccccc4C3)ccc21	3	-7	-1.6	6	100	x	-4	-6	1.2	4
CC(C)NC(=O)C1CCN(C2CCN(Cc3nc4ccccc4s3)CC2)CC1	5	6	1.2	0	103	0	12	7	-1.4	3
CCCn1nc2cc(C(=O)NC3CCCc4ccccc43)ccc2c1OCC (stereo not drawn)	-2	-1	-1.3	4	107	-5	39	11	-1.9	2
Cc1ccccc1NC1=NCC(c2ccc([N+](=O)[O-])cc2)S1 (stereo not drawn)	0	1	-0.6	-1	98	-1	0	-15	2.8	0
CCOC(=O)c1sc2nc3c(SCCC#N)cc(C(=O)c4cc(F)ccc4O)cn3c(=O)c2c1C	3	-2	-1.5	-6	102	-3	14	15	-2.8	-4
COc1ccc(C(=O)NC2CCCc3ccccc32)cc1OC1CCN(C(C)=O)CC1 (stereo not drawn)	0	-3	-0.3	1	x	4	0	3	-0.5	-4
COC(=O)CC1NCCNC1=O (stereo not drawn)	5	-11	-2.5	-1	102	x	18	5	-0.9	5
Cc1cccnc1NC(=O)Nc1ccccc1	-1	-15	0.6	7	93	14	37	2	-0.3	-1
COc1ccc(N(C)C(=O)Cn2c(=O)oc3ccccc32)c(OC)c1	2	-5	-1.1	4	101	-1	24	6	-1.4	1
Cn1c(SCC(=O)N/N=C/c2ccc([N+](=O)[O-])s2)nnc1-c1ccccc1	3	6	-0.6	2	98	-1	6	-31	4.6	-1
CCOc1ccccc1N1CCN(CC(=O)Nc2cc(C)on2)CC1	4	-11	0.1	-1	95	0	47	11	-2.4	3
Cc1cc(N)c(C)c([N+](=O)[O-])c1C	-5	4	-1.5	-2	97	0	-5	8	-1.5	-1
COc1ccc(CCNC(=O)CC2C(=O)NCCN2CC(C)(C)C)cc1 (stereo not drawn)	1	-3	-0.6	10	98	0	5	17	-3.2	-2
COc1cc(/C=C/C(=O)c2ccc(NS(=O)(=O)c3ccc(C)cc3)cc2)ccc1OC(F)F	-3	-22	2.0	-1	103	7	-11	-22	4.1	-4
O=S(=O)(c1ccc(F)cc1)c1snnc1-c1ccccc1	-2	-4	-0.9	3	106	-40	-6	14	-3.0	-1
COc1ccc(NC(=O)C(NCC(C)C)c2ccccc2)cc1Cl (stereo not drawn)	11	-4	0.1	-1	102	-2	-6	10	-2.1	-6
CCCn1nnc(NC(=O)c2cc(Br)cc(Br)c2OC)n1	4	-8	-1.7	2	98	x	9	-4	0.8	1
O=c1c([N+](=O)[O-])c(N2CCCCC2)c2ccccc2n1-c1ccccc1	0	4	3.4	4	104	x	-18	15	-2.6	-1
The list continues:
SMILES	cardiac RTF act	Cardiac RTF inh	LANA DNA inh	V-ATPase pH	Pemphigus Ab inh	Wnt act	Arrestin-AP2 inh	MOR-DOR inv ag	MOR-DOR ag	Keap1-Nrf2 PPI
O=C(CSc1nnc(CNC(=O)c2ccccc2F)o1)NCc1ccco1	-5	-3	0.9	3	102	4	-9	19	-3.8	-2
CCc1cccc(C)c1NC(=O)CSc1nnc(C)o1	2	3	-0.5	5	103	-4	12	14	-2.7	-4
CCOC(=O)C1Nc2ccc(Br)cc2C2C=CCC12 (stereo not drawn)	-4	-3	0.5	-4	107	-1	16	-9	1.8	-3
Cc1nnc(SCC(C)C)[nH]c1=O	0	4	-1.3	-1	x	x	-8	3	-0.5	1
O=C1NC(=S)N/C1=C/c1cccc2ccccc12	-7	-7	5.3	9.1*	109	7	-2	6	-1.4	-2
COc1ccc(CCNc2nc(-c3ccc(O)cc3)cs2)cc1OC	2	-4	-0.3	0	120	5	0	4	-0.9	-4
O=C(Nc1cc(S(=O)(=O)N2CCOCC2)ccc1N1CCCC1)c1ccc2c(c1)S(=O)(=O)c1ccccc1C2=O	3	12	-0.2	3	97	-2	-8	-16	3.0	1

Records listed above printed as active in V-ATPase pH.
compound | LANA DNA inh | V-ATPase pH | Pemphigus Ab inh | Wnt act | Arrestin-AP2 inh | MOR-DOR inv ag | MOR-DOR ag | Keap1-Nrf2 PPI
O=C1NC(=S)N/C1=C/c1cccc2ccccc12 | 5.3 | 9.1* | 109 | 7 | -2 | 6 | -1.4 | -2

Whole records from above. Screens in order: cardiac RTF act | Cardiac RTF inh | LANA DNA inh | V-ATPase pH | Pemphigus Ab inh | Wnt act | Arrestin-AP2 inh | MOR-DOR inv ag | MOR-DOR ag | Keap1-Nrf2 PPI
Entry for `CCOC(=O)C1Nc2ccc(Br)cc2C2C=CCC12` (stereo not drawn) → -4 | -3 | 0.5 | -4 | 107 | -1 | 16 | -9 | 1.8 | -3
Entry for `COc1ccc(CCNc2nc(-c3ccc(O)cc3)cs2)cc1OC` → 2 | -4 | -0.3 | 0 | 120 | 5 | 0 | 4 | -0.9 | -4

Assay outcomes: PubChem BioAssay, several laboratories
